ATG4B inh: blocks human ATG4B protease cleavage of LC3 substrate; Q9Y4P1; inhibition, % at 8.33 µM; AID 504462; ATG4B cleavage of LC3-PLA2, NBD-HPC fluorescence, 1 h; 340,000 tested, 0.51% active; in the data active = inhibition above about 40%
Target sequence (Q9Y4P1 whole entry, looked up): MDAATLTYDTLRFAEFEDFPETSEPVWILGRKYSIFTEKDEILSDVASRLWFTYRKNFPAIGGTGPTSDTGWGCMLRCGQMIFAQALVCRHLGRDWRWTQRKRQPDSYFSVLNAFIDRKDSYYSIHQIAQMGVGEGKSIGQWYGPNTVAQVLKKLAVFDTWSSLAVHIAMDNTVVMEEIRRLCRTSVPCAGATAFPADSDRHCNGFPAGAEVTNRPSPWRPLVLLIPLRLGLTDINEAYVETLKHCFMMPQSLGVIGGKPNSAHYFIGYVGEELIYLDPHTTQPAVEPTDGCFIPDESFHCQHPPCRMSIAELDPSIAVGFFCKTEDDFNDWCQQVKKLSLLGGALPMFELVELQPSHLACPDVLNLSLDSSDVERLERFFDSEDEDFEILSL
* hit, by the source's call; & = joins results of further samples. A portion of the library; the hit share may differ from the screen's.

SMILES	ATG4B inh
CNC(=O)/C(C#N)=C/c1c(N(Cc2ccccc2)Cc2ccccc2)nc2c(C)cccn2c1=O	-11
O=C1C=C(c2ccccc2)C(c2ccccc2)C1 (stereo not drawn)	-5
CC(=O)Nc1ccc2c(c1)[nH]c(=O)c1ccccc12	0
CCOc1cc2c(cc1OCC)C(c1ccc(O)c(OC)c1)NCC2 (stereo not drawn)	17
O=C(OCC1OC(n2ccc(=O)[nH]c2=O)C2OC12)c1ccccc1 (stereo not drawn)	-4
CN(CC(=O)NCCc1ccc(S(N)(=O)=O)cc1)CC(=O)Nc1ccc(Cl)c(C(F)(F)F)c1	-12
Cc1ccccc1-c1n[nH]c(=S)n1/N=C/c1ccc(-c2ccccc2Br)o1	8
O=C(O)c1cc(=O)c2c(OCC(O)COc3cccc4oc(C(=O)O)cc(=O)c34)cccc2o1	1
CSC1=Nc2sc3c(c2C2=NCCN12)CC(C)(C)OC3	-4
Cc1cc2nc(/N=C(\N)NC(=O)N3c4ccccc4Sc4ccccc43)nc(C)c2cc1C	3&0
FC(F)(F)c1nc(=S)c2ccccc2[nH]1	8
Cc1ccc(C2=NOC(=O)/C2=C\C=C\c2ccccc2)cc1	0
CC(=O)c1cc2c(cc1F)C(C)(C)CCC2(C)C	-8
C=C1[C@H]2O[C@H]2[C@@H](OC(C)=O)[C@@]2(C)[C@@H](OC(C)=O)C[C@@H](OC(C)=O)[C@@](C)(O)[C@@H]2[C@@H](OC(C)=O)[C@@]2(O)[C@@H](C)C(=O)O[C@H]2[C@H]1Cl	-3
O=c1cc2oc3cc(O)c(O)cc3c(-c3ccccc3O)c-2cc1O	9
CC1=C(SCc2ccccc2)C(=O)c2ccccc2C1=O	-9
O=C(NCc1ccccc1)c1ccc(NC(=O)C2CCC2)cc1	-2
CC(=O)Nc1cccc(/C(C)=N/Nc2ccc(S(=O)(=O)Nc3ccccc3C(=O)O)cc2[N+](=O)[O-])c1	23
NC(=O)c1ncn([C@@H]2O[C@H](CNS(=O)(=O)c3cc(S(=O)(=O)c4ccccc4)cs3)[C@@H](O)[C@H]2O)n1	0
CC1C(C)N(C(=O)CCCl)c2ccccc2N1C(=O)CCCl (stereo not drawn)	2
N/C(=N\N=Cc1ccc2c(c1)OCO2)NN=Cc1ccc2c(c1)OCO2	-5
O=[N+]([O-])c1ccc(NN=Cc2ccco2)nc1	-5
CN(CCc1ccccc1)C(=O)c1cccc(NC(=O)Cc2cccc(NC(=O)C3CCN(C(=O)C4CC4)CC3)c2)c1	-10
Nc1ccccc1-c1ccc([N+](=O)[O-])cc1	-4
Cc1ccc(CNc2ncnc3[nH]ncc23)cc1	1
CCOC(=O)N1CC(C)N(C(=S)Nc2ccccc2)CC1C (stereo not drawn)	-7
CC(C)(C)OC(=O)N(Cc1ccccc1)Cc1ccccc1OCc1ccc(NC(=O)C2CCC2)cc1	24
CC(=O)N1C[C@H]2CON(C)[C@H]2C[C@H]1c1cccc(-c2ccccc2)c1	7
Cc1ccc(NC(=O)c2ncn(CCCNCCCN3CCCC3=O)n2)cc1C	5
O=[N+]([O-])c1nc2ccccc2[nH]1	2
O=c1cc(CN2CCN(Cc3ccccc3)CC2)c2cc(Cl)ccc2o1	5
O=C(C1CCN(S(=O)(=O)c2ccc(Cl)s2)CC1)N1CCN(c2ccccc2)CC1	-8
COc1ccc(C2CCCCCN2C(=O)C2CCN(S(=O)(=O)c3cccc(C(C)=O)c3)CC2)cc1 (stereo not drawn)	-18
CN(CCc1ccccc1)C(=O)c1ccc(NC(=O)Cc2ccc(NC(=O)C3CCCN(C(=O)C4CCCC4)C3)cc2)cc1 (stereo not drawn)	-8
CCOc1ccccc1NC(=O)C1CCCC1	6
Cc1c(NS(=O)(=O)c2cc(C(=O)NCc3cccc(Cl)c3)ccc2Cl)c(=O)n(-c2ccccc2)n1C	7
O=C(NCO)c1cccnc1	-8
O=S(=O)(SC1=NCCN1)c1ccccc1	-1
COc1ccc(OC)c(/C=N/NC(=O)c2ccc(Cn3cc([N+](=O)[O-])cn3)o2)c1	-7
Cn1c(=O)c2[nH]c(CCCCCCCCc3nc4ccccc4[nH]3)nc2n(C)c1=O	-10

Six entries already listed, arranged by the value under ATG4B inh, descending.
SMILES	ATG4B inh
Cc1c(NS(=O)(=O)c2cc(C(=O)NCc3cccc(Cl)c3)ccc2Cl)c(=O)n(-c2ccccc2)n1C	7
O=c1cc(CN2CCN(Cc3ccccc3)CC2)c2cc(Cl)ccc2o1	5
O=[N+]([O-])c1nc2ccccc2[nH]1	2
Nc1ccccc1-c1ccc([N+](=O)[O-])cc1	-4
O=C(C1CCN(S(=O)(=O)c2ccc(Cl)s2)CC1)N1CCN(c2ccccc2)CC1	-8
COc1ccc(C2CCCCCN2C(=O)C2CCN(S(=O)(=O)c3cccc(C(C)=O)c3)CC2)cc1 (stereo not drawn)	-18

As entered above:
Value for O=[N+]([O-])c1ccc(NN=Cc2ccco2)nc1 in ATG4B inh: -5
Value for CC(C)(C)OC(=O)N(Cc1ccccc1)Cc1ccccc1OCc1ccc(NC(=O)C2CCC2)cc1 in ATG4B inh: 24
Value for CCOc1ccccc1NC(=O)C1CCCC1 in ATG4B inh: 6
Value for CN(CCc1ccccc1)C(=O)c1cccc(NC(=O)Cc2cccc(NC(=O)C3CCN(C(=O)C4CC4)CC3)c2)c1 in ATG4B inh: -10
Value for Cc1ccc(NC(=O)c2ncn(CCCNCCCN3CCCC3=O)n2)cc1C in ATG4B inh: 5

Later entries
SMILES	ATG4B inh
CCN(CC)Cc1cc(O)c(CN(CC)CC)cc1O	-6
CC(=O)N(c1ccccc1)c1nc2ccccc2s1	-6
NC(=O)CC(NC(=O)Cc1cccc2ccccc12)c1ccc(NC2CCCC2)c([N+](=O)[O-])c1 (stereo not drawn)	-2
COc1ccc(CC(=O)Nc2cccc(SC)c2)cc1OC	-11
c1ccc(N2CC3COc4ccccc4C3=N2)cc1 (stereo not drawn)	3
CC(=O)OC1CCC2(C)C3=CCC4(C)C(C(C)=O)=CCC4C3CCC2C1 (stereo not drawn)	8
CC(C)n1nc(C(=O)OCC(=O)NCCc2ccc(S(N)(=O)=O)cc2)c2ccccc2c1=O	-43
O=C1NC(=O)C2(CCCCCC2)N1	3
O=C(O)CCCN1C(=O)/C(=C\C(Cl)=C\c2ccccc2)SC1=S	17
O=C1NCC(Nc2ccc(Cl)cc2)C(=O)N1 (stereo not drawn)	-7
Cc1noc(C)c1COc1ccccc1C(=O)NC(C)CCc1ccccc1 (stereo not drawn)	-1
COc1ccc(OC)c(/C=C2\S/C(=N/NC(=O)c3ccc4ccccc4c3)NC2=O)c1	79*
Cc1cccc(C)c1-c1ccc(CN2C(CC(C)C)C(=O)N(Cc3cn(CCO)nn3)CCS2(=O)=O)cc1 (stereo not drawn)	0
O=C(Cc1ccc(NC(=O)C2CCN(C(=O)C3CCCCC3)CC2)cc1)Nc1ccc(C(=O)N2CCOCC2)cc1	-10
O=C(O)/C=C\C(=O)Nc1ccccc1C(=O)N1CCC(O)(c2ccc(Cl)cc2)CC1	10
O=C1/C(=C/c2ccccc2)CCc2ccc(Cl)nc21	-2
CN(C(=O)c1cccc(NC(=O)Cc2cccc(NC(=O)C3CCCN(C(=O)C4CCCC4)C3)c2)c1)C1CCC1 (stereo not drawn)	3
Cc1cc(OCc2cn(CC(=O)c3ccc(O)cc3)nn2)ccc1[N+](=O)[O-]	5
O=C1NCC(Nc2ccccc2Cl)C(=O)N1 (stereo not drawn)	0
CCCCc1nc2sc3c(=O)[nH]c(=S)[nH]c3c2c2c1CCC2	0
COCCn1c(SCC(=O)NCCCN2CCCC2=O)nc2sc3c(c2c1=O)CCCC3	-12
O=C(CCl)Nc1c[nH]c(=O)[nH]c1=O	-5
NC(=O)C1(NC2CCCCC2)CCN(Cc2ccccc2)CC1	4
Nc1ccc2c(O)cc(S(=O)(=O)O)cc2c1	1
O=C1/C(=C\c2ccc(O)cc2)CCC1CNc1ccc(Cl)cc1 (stereo not drawn)	-1
Cc1ccc(NC(=O)CN2CCN(C(=O)c3ccco3)CC2)cc1S(=O)(=O)N(C)C	-9
CN1C(=O)NC(=O)C1c1ccccc1 (stereo not drawn)	-5
CCOC(=O)c1ccccc1OC(=O)NNc1ccccc1	-10
CCOc1ccc(C2OCCC(C)O2)cc1OC (stereo not drawn)	23
CN(/N=C/c1cccnc1)C1=NS(=O)(=O)c2ccccc21	-8
COc1ccc(C(=Cc2cc(OC)c(OC)cc2[N+](=O)[O-])C(=O)O)cc1	-6
COc1ccc(-c2cc(C)nc3c(-c4ccccc4)cnn23)cc1	-5
CCOC(=O)C(C#N)(Cc1ccc2ccccc2n1)Cc1ccc2ccccc2n1	-4
O=C(O)c1cccc(NC(=O)c2ccccc2)c1	-6
CC1(C)COC(/C=C/c2ccc([N+](=O)[O-])cc2)=N1	-9
O=c1[nH][nH]c2c(N=Cc3ccccc3O)ccc(F)c12	7
CN(C(=O)c1ccc(NC(=O)Cc2ccc(NC(=O)C3CCN(C(=O)C4CC4)CC3)cc2)cc1)C1CCCC1	2
Cc1ccc(C2C(C#N)=C(N)SC(N)=C2C#N)cc1	5
COC(=O)C1CC2=C(CCC2=O)N(c2ccccc2)C1=O (stereo not drawn)	-4
O=C1C=C(N2CCCCCC2)C(=O)N1c1ccc(Cl)cc1	6

Structural class: the entries above containing a CF3 group.
SMILES	ATG4B inh
CN(CC(=O)NCCc1ccc(S(N)(=O)=O)cc1)CC(=O)Nc1ccc(Cl)c(C(F)(F)F)c1	-12
FC(F)(F)c1nc(=S)c2ccccc2[nH]1	8

The listing continues.
SMILES	ATG4B inh
O=C(O)CC(Cc1ccc(Cl)cc1)C(=O)Nc1ccc([N+](=O)[O-])cc1 (stereo not drawn)	-2
Cc1cc(C)cc(N2C(=O)C=CC2=O)c1	10
CC(O)CNC1c2ccccc2CC1O (stereo not drawn)	-6
Fc1ccc(-n2c(-c3ccco3)n[nH]c2=S)cc1	-3
O=C(Nc1ccccc1)c1cc(S(=O)(=O)N2CCSCC2)ccc1Cl	-2
COc1ccc(NC(=O)c2ccccc2NC(=O)C2CCCCC2C(=O)O)cc1 (stereo not drawn)	0
O=C1C=CC(=O)C(CNc2ccc(C(=O)OCc3ccccc3)cc2)=C1	15
CN(C)CCC(C(=O)c1ccccc1)c1cccnc1 (stereo not drawn)	-2
Cc1nn(-c2ccccc2)c(C)c1C(=O)OCC(O)=C(C#N)c1nc2ccccc2[nH]1	-1
O=C(c1ccccc1)c1c2c(cc3sc4ccccc4[n+]13)-c1cccc3cccc-2c13	30
Cc1cc(=O)[nH]c(NN=Cc2cc(Br)ccc2O)n1	-1
COc1ccc(/C=C2\SC(=S)NC2=O)cc1OS(=O)(=O)c1ccc(NC(C)=O)cc1	-11
O=C(c1cccs1)N1CCN(C(=O)c2cccs2)C1=S	1
CC(OC(=O)CCN1C(=O)C2CC=CCC2C1=O)C(=O)Nc1ccc(F)cc1 (stereo not drawn)	2
CSCCC1NC(=O)C(C(C)=NNC(N)=O)=C1O (stereo not drawn)	-1
COc1ccc(C2NN=C(c3ccc(C)cc3)S2)cc1 (stereo not drawn)	-3
CC(OC(=O)c1cccc(-n2cnnn2)c1)C(=O)Nc1ccc(F)c(F)c1F (stereo not drawn)	-3
CCN(CC)S(=O)(=O)c1cccc(NC(=O)CCSc2ccc(Cl)cc2)c1	13
CCN1C[C@@H]2[C@@H]3C(=O)N(C)C(=O)[C@@H]3[C@](Cc3ccccc3)(C1=O)N2C(=O)c1ccc(C)cc1	-2
COc1ccc(C2CC(=O)CCN2S(=O)(=O)c2ccc(C)cc2)cc1 (stereo not drawn)	7

Overlap with the part before: 6 entries; new compounds follow.
SMILES	ATG4B inh
CSCCC1NC(=O)C(C(C)=NNC(N)=O)=C1O (stereo not drawn)	-1
COc1ccc(C2NN=C(c3ccc(C)cc3)S2)cc1 (stereo not drawn)	-3
CC(OC(=O)c1cccc(-n2cnnn2)c1)C(=O)Nc1ccc(F)c(F)c1F (stereo not drawn)	-3
CCN(CC)S(=O)(=O)c1cccc(NC(=O)CCSc2ccc(Cl)cc2)c1	13
CCN1C[C@@H]2[C@@H]3C(=O)N(C)C(=O)[C@@H]3[C@](Cc3ccccc3)(C1=O)N2C(=O)c1ccc(C)cc1	-2
COc1ccc(C2CC(=O)CCN2S(=O)(=O)c2ccc(C)cc2)cc1 (stereo not drawn)	7
COc1ccc(CC(=O)Nc2cc(S(C)(=O)=O)ccc2Cl)cc1S(=O)(=O)N1CCOCC1	-9
CCOC(=O)c1ccc(NC(=O)C2(N3C(=O)c4ccccc4C3=O)CCCC2)cc1	-7
CC(C)NC1(C#N)CCN(Cc2ccccc2)CC1	2
CC(NC(=O)c1cccs1)C(S)c1ccccc1 (stereo not drawn)	0
Oc1ccc(-c2nc3ccccc3nc2-c2ccc(O)cc2O)c(O)c1	-25
COC(=O)C1=C(C(=O)OC)[C@]2([C@@H]3CCCCN[C@@H](Cc4ccccc4)C(=O)N3Cc3ccccc3)C=C[C@H]1O2	3
OC(CN1CCCCC1)c1ccc(Br)cc1 (stereo not drawn)	1
OCCN(CCO)CC(O)COc1ccc(C23CC4CC(CC(C4)C2)C3)cc1 (stereo not drawn)	-6
S=c1[nH]nc2sc3ccccc3n12	-8
CSc1ccc(/C=C/C(=O)OCC(=O)N2CCN(c3ccccc3)CC2)cc1	14
CCCCN(C(=O)c1ccc2c(c1)S(=O)(=O)N=C1CCCCCN12)c1c(N)n(CC(C)C)c(=O)[nH]c1=O	0
O=C(NN=Cc1ccc(Cl)cc1Cl)C1CC1	3
C#CCN1C(=O)S/C(=C\c2ccc(-c3ccc(C(=O)O)cc3C)o2)C1=O	6
O=C(C1CC(=O)N(c2ccc3c(c2)OCCO3)C1)N1CCN(S(=O)(=O)c2ccc(F)cc2)CC1 (stereo not drawn)	-14
Cc1ccc(NC2(C#N)CCCC2)cc1	-1
CCOC(=O)c1c(C)[nH]c(C)c1C(=O)COC(=O)/C=C/c1cccc(F)c1	9
COc1ccccc1N=Nc1nc(-c2ccccc2)c(-c2ccccc2)[nH]1	-7
Cc1oc(-c2ccccc2F)nc1CN1CCC(C(=O)NC2CCCCCCC2)CC1	11
CN1OC[C@@H]2CN(Cc3cc(Cl)cc(Cl)c3)[C@H](c3cccc(Oc4ccccc4)c3)C[C@@H]21	1
COC(=O)c1ccc(OC)c(CSc2nnc(-c3ccc(C)cc3)o2)c1	-2
CCOC(=O)c1c(NC(=S)Nc2ccc(Cl)cc2)sc(C)c1C	-5
